12-LOX inh = Primary qHTS assay for inhibitors of human arachidonate 12S-lipoxygenase (ALOX12): Round 2 | Polyunsaturated fatty acid lipoxygenase ALOX12 (Homo sapiens), P18054 | purified 12hLO, xylenol orange hydroperoxide absorbance | Potency, µM (series often up to 108 µM), for the others: top-dose activity change, negative = inhibition, actives largely listed as inhibitors | 580,000 tested, 1.1% active; active = well fitted inhibition curve with a large enough effect; inconclusive = small, poorly fitted or top-dose-only effect, or another doubt; inactive = no such curve, though single readings can be large or run the other way
Target sequence (P18054 whole entry, looked up): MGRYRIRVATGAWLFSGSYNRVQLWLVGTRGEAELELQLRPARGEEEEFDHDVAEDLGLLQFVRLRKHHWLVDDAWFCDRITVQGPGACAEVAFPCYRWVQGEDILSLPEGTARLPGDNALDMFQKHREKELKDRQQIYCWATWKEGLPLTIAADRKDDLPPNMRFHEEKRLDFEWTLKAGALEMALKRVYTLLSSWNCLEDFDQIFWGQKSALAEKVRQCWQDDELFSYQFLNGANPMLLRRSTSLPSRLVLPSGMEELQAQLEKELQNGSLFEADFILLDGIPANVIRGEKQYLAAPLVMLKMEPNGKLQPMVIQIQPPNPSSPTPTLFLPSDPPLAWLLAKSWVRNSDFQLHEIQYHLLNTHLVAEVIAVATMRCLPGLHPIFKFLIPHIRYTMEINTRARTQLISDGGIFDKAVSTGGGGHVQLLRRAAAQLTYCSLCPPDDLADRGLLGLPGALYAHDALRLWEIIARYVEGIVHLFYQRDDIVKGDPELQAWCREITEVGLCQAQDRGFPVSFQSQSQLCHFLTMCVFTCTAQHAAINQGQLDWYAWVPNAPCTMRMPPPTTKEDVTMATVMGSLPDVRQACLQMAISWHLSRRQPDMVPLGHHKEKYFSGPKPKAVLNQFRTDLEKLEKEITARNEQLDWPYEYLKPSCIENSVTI
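Hydroperoxide product was detected by ferrous iron/xylenol orange as the 573 to 405 nm absorbance ratio. Arachidonic acid at 40 uM (final) was turned over for 30 min at room temperature by 150 nM human 12hLO, pH 7.0 Hepes buffer, after 15 min compound preincubation.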
* marks the source's active call; other numbers are inactive results; ? = inconclusive; [ ] = remark or other dose. % is set by controls: 0 for no effect and ±100 for the full control effect; potency is the fitted concentration of half-maximal effect. These rows are one share of the data; the hit share may differ from the screen's.

SMILES	12-LOX inh
Cc1cc(C(=O)N2CCC(N3C(=O)C(O)C34CCCCC4)CC2)nn1C (centres undefined)	46%[activator]
Cc1nc(C#N)c(N2CCN(C(=O)CN3CCC(C)CC3)CC2)o1	14%
COCCNC(=O)N1CCC(C2CCNC2)CC1 (centres undefined)	16%
CC1(C)O[C@H]2[C@@H](O1)[C@@H](C(=O)O)O[C@@H]1OC(C)(C)O[C@@H]12	-26%
CN1CCc2nc(NC(=O)CCn3c(=O)oc4ccccc43)sc2C1	-13%
CC(Cn1cccn1)NC(=O)N1CCN(Cc2cccs2)CC1 (centres undefined)	23%
COc1cccc(CN2CCCCCNC(=O)CC2c2ccccc2)c1OC (centres undefined)	30%
Cc1ccccc1-c1nnc2sc(NC(=O)c3ccccc3)nn12	-11%
CCOC(=O)C(C(=O)OCC)C(Nc1cccc(C)c1)c1ccccc1 (centres undefined)	-8%
C[C@H](Nc1ccc(C(F)(F)F)cc1[N+](=O)[O-])C(=O)OCC(=O)NC12CC3CC(CC(C3)C1)C2	3%
Cc1ccsc1CN1CCCCCCNC(=O)CC1c1ccccc1 (centres undefined)	39%[activator]
COc1ccc(CN2CCc3ncc(C(=O)NCc4ccc5c(c4)OCO5)n3CC2)cn1	7%[176 µM]
CCCCS(=O)(=O)N1C[C@@H](COC)[C@H](C(N)=O)C1	50%[activator]
COCCC1(N(C)C)CCN(C(=O)c2ccnn2C)CC1	15%
CN(CC1COCCO1)C(=O)c1cnn(-c2ncc3c(n2)-c2ccccc2CC3)c1C1CC1 (centres undefined)	3%
COc1ccc(OCC(=O)N(Cc2ccc(-c3ccc(F)cc3)o2)C2CCS(=O)(=O)C2)cc1 (centres undefined)	12%
COCc1nc(C2CC(NC(=O)c3nn(C)c4c3CCCC4)C2)cc(=O)[nH]1 (centres undefined)	2%
CCOc1ccccc1CNC(=O)CC(C)n1nc(C)cc1C (centres undefined)	-9%
CCN(C(=O)Cn1nc(-c2ccc(F)cc2)ccc1=O)c1cccc(C)c1	26%
Cc1ccsc1CN1CCC(C2CCN(S(C)(=O)=O)CC2)C1 (centres undefined)	89%[activator]
CCCCN(Cc1ccccc1)c1ccc(NS(=O)(=O)c2cc(C)c(C)cc2C)cc1C(=O)O	?
O=C1C2CN([S+](=O)([O-])c3ccccc3)CCC2OCCN1Cc1ccccc1 (centres undefined)	-11%[176 µM]
O=C(Cc1c[nH]c2ncc(-c3ccccc3)cc12)Nc1ccc(C(F)(F)F)cc1	1%[176 µM]
Cc1nn2c(c1-c1ccccc1C(C)C)N(Cc1ccc(C(=O)O)s1)CCC2	-15%[176 µM]
COc1ccc(Cl)cc1NC(=O)COCc1cc(-c2ccc(F)cc2)on1	-8%
CCc1nc2c(c(-c3ccc(OC)cc3)n1)CCN(Cc1cccc(NC(C)=O)c1)CC2	-1%[6.33 µM]
NC(=O)C1(c2ccccc2)CC1c1ccccc1 (centres undefined)	?
COc1ccc(Cl)cc1NCC(=O)NC(C)(C#N)C(C)C (centres undefined)	?
CN1CCN(c2ccc(-c3nccc4c(=O)cc(N(C)C5CCOCC5)oc34)cn2)CC1	-7%[176 µM]
O=C(Cn1cccc1-c1nc(-c2ccccc2)no1)NCc1ccc(F)cc1	-2%
CC(C)(C)C(=O)/C=c1/[nH]c(=O)/c(=C\c2ccccc2OC(F)(F)F)s1	31%[activator]
CCC(c1cccs1)N1C(=O)[C@H]2CN(S(=O)(=O)c3cn(C)cn3)C[C@H]2C1=O (some centres undefined)	9%
Cc1onc(-c2cnn(C)c2NCCc2ccccc2)c1C(=O)N1CCC(F)(F)CC1	46%[activator][176 µM]
Cc1nc2ncnn2c(C)c1CCC(=O)Nc1cccc(S(=O)(=O)N2CCOCC2)c1	-22%
COc1ccccc1N1CCN(c2nccnc2SCC(=O)Nc2cccc(Cl)c2C)CC1	-14%
CNC(=O)C1(N2CCC[C@H]2C(=O)NCC2CC2)COC1	8%[176 µM]

A run of entries of the results above, for reference:
SMILES	12-LOX inh
CC(Cn1cccn1)NC(=O)N1CCN(Cc2cccs2)CC1 (centres undefined)	23%
COc1cccc(CN2CCCCCNC(=O)CC2c2ccccc2)c1OC (centres undefined)	30%
Cc1ccccc1-c1nnc2sc(NC(=O)c3ccccc3)nn12	-11%
CCOC(=O)C(C(=O)OCC)C(Nc1cccc(C)c1)c1ccccc1 (centres undefined)	-8%
C[C@H](Nc1ccc(C(F)(F)F)cc1[N+](=O)[O-])C(=O)OCC(=O)NC12CC3CC(CC(C3)C1)C2	3%
Cc1ccsc1CN1CCCCCCNC(=O)CC1c1ccccc1 (centres undefined)	39%[activator]
COc1ccc(CN2CCc3ncc(C(=O)NCc4ccc5c(c4)OCO5)n3CC2)cn1	7%[176 µM]
CCCCS(=O)(=O)N1C[C@@H](COC)[C@H](C(N)=O)C1	50%[activator]
COCCC1(N(C)C)CCN(C(=O)c2ccnn2C)CC1	15%
CN(CC1COCCO1)C(=O)c1cnn(-c2ncc3c(n2)-c2ccccc2CC3)c1C1CC1 (centres undefined)	3%
COc1ccc(OCC(=O)N(Cc2ccc(-c3ccc(F)cc3)o2)C2CCS(=O)(=O)C2)cc1 (centres undefined)	12%
COCc1nc(C2CC(NC(=O)c3nn(C)c4c3CCCC4)C2)cc(=O)[nH]1 (centres undefined)	2%
CCOc1ccccc1CNC(=O)CC(C)n1nc(C)cc1C (centres undefined)	-9%
CCN(C(=O)Cn1nc(-c2ccc(F)cc2)ccc1=O)c1cccc(C)c1	26%
Cc1ccsc1CN1CCC(C2CCN(S(C)(=O)=O)CC2)C1 (centres undefined)	89%[activator]
CCCCN(Cc1ccccc1)c1ccc(NS(=O)(=O)c2cc(C)c(C)cc2C)cc1C(=O)O	?
O=C1C2CN([S+](=O)([O-])c3ccccc3)CCC2OCCN1Cc1ccccc1 (centres undefined)	-11%[176 µM]
O=C(Cc1c[nH]c2ncc(-c3ccccc3)cc12)Nc1ccc(C(F)(F)F)cc1	1%[176 µM]
Cc1nn2c(c1-c1ccccc1C(C)C)N(Cc1ccc(C(=O)O)s1)CCC2	-15%[176 µM]
COc1ccc(Cl)cc1NC(=O)COCc1cc(-c2ccc(F)cc2)on1	-8%
CCc1nc2c(c(-c3ccc(OC)cc3)n1)CCN(Cc1cccc(NC(C)=O)c1)CC2	-1%[6.33 µM]
NC(=O)C1(c2ccccc2)CC1c1ccccc1 (centres undefined)	?
COc1ccc(Cl)cc1NCC(=O)NC(C)(C#N)C(C)C (centres undefined)	?
CN1CCN(c2ccc(-c3nccc4c(=O)cc(N(C)C5CCOCC5)oc34)cn2)CC1	-7%[176 µM]
O=C(Cn1cccc1-c1nc(-c2ccccc2)no1)NCc1ccc(F)cc1	-2%
CC(C)(C)C(=O)/C=c1/[nH]c(=O)/c(=C\c2ccccc2OC(F)(F)F)s1	31%[activator]
CCC(c1cccs1)N1C(=O)[C@H]2CN(S(=O)(=O)c3cn(C)cn3)C[C@H]2C1=O (some centres undefined)	9%
Cc1onc(-c2cnn(C)c2NCCc2ccccc2)c1C(=O)N1CCC(F)(F)CC1	46%[activator][176 µM]

Later entries:
SMILES	12-LOX inh
CN1CCN(C(C(=O)O)c2c[nH]c3cc(Br)ccc23)CC1 (centres undefined)	?
CC(C)=NNC(N)=S	?
Cc1nc(-c2cn(C3CCCN(C(=O)c4cccc(Br)c4)C3)nn2)no1 (centres undefined)	7%
Cc1cc(C)c2c(CC(=O)Nc3sc4c(c3C(N)=O)CCCC4)coc2c1	-21%
COc1cc(C(=O)NCC2(c3ccccc3)CC2)cc(OC)c1OC	-23%
O=C(CCN1C(=O)c2ccccc2S1(=O)=O)Nc1ccc(S(=O)(=O)N2CCCC2)cc1	-56%
O=C(CCc1ncc(-c2c(F)cccc2F)o1)Nc1ccccc1O	-3%
CCN(CC)S(=O)(=O)c1ccc2c(c1)CCN2	0%
Cc1noc(C)c1CC(=O)N1CCC(CC(=O)N(C)Cc2ccccc2)C1 (centres undefined)	69%[activator]
COc1ccc(CN2CCC([C@H]3[C@@H](OC)C(=O)N3C(C)C)CC2)cc1CN1CCCC1	102%[activator]
Cc1cccc(OCC(=O)Nc2ccc(-c3nc4ccc(C)cc4o3)cc2)c1	-33%
COc1ccc(C(=O)N2CCCOCCNC(=O)[C@@H]3CCCC[C@@H]32)c(OC)n1	33%
CCCC1CCC(c2ccc(OC(=O)c3cccnc3)cc2)CC1 (centres undefined)	5%
O=C(NC1CCN(c2cc(-c3ccc(F)cc3)[nH]n2)CC1)c1cc(F)ccc1Cl	61%[activator]
COc1ccc(C2CC(=O)Nc3c2c(=O)nc(SCc2ccccc2)n3C)cc1Br (centres undefined)	?
COC(=O)c1c(NC(C)=O)c2cc(NC(C)CCO)cnc2n1CC1CCCO1 (centres undefined)	7%
CN(Cc1ccccc1C#N)Cc1ccccc1N1CCCCC1	?
CS(=O)(=O)Nc1ccc(C2(C(=O)N3CCN(c4ccccn4)CC3)CCCCC2)cc1	28%
CC1CCCc2cc(OS(=O)(=O)C(F)(F)F)ccc2OC(=O)CC1 (centres undefined)	12%
CC(=O)N1CCc2[nH]cnc2C12CCN(C(=O)C(C)Oc1ccccc1)CC2 (centres undefined)	17%
O=C(Cn1nc2n(c1=O)CCCCC2)NCc1ccc(Cl)cc1	56%[activator]
Cc1nc2ncccc2cc1C(=O)NC(c1nnc2n1CCNCC2)C(C)C (centres undefined)	51%[activator]
O=C1COCc2ccc(-c3ccc(Cl)cc3)cc2N1CCN1CCOCC1	1%
CC(C)CCN1CCC2(Cc3ccccc3NC2=O)C1 (centres undefined)	25%[176 µM]

Filtered by structure, those above containing a furan ring, fused or not
SMILES	12-LOX inh
COc1ccc(OCC(=O)N(Cc2ccc(-c3ccc(F)cc3)o2)C2CCS(=O)(=O)C2)cc1 (centres undefined)	12%
Cc1cc(C)c2c(CC(=O)Nc3sc4c(c3C(N)=O)CCCC4)coc2c1	-21%

(cont.)
SMILES	12-LOX inh
Cc1cc(=O)n2c(n1)NC(Nc1ccc(F)cc1)=NC2c1cccs1 (centres undefined)	35%[activator]
Cc1cc(C)c2nc(NC(=O)CCCn3c(=O)oc4ccccc43)sc2c1	-36%
CCc1cn(C[C@H](NC(=O)C2CCCC2)C(=O)O)c(=O)[nH]c1=O	?
COc1cccc(CNC(=O)[C@@H]2C[C@@H](O)CN2C2CCN(C(=O)c3cccnc3C)CC2)c1	54%[activator]
Cc1nc(CN2C(=O)OC3(CCN(Cc4c[nH]c5ccccc45)CC3)C2(C)c2ccccc2)cs1 (centres undefined)	-14%
COc1ccc(CC(=O)NCc2cn[nH]c2-c2ccc(C)cc2)cc1	1%
Cc1nn2c(c1-c1ccccc1N1CCCC1)N(C(=O)c1cc3ccccc3n1C)CCC2	75%[activator][176 µM]
Cc1cc(C)n(CCC(=O)N2CCCC(Cc3nc(C4CCOCC4)no3)C2)n1 (centres undefined)	31%
Cc1ccc(NC(=O)N2CCC[C@H]2C(=O)N2CCCCCCNC(=O)CC2)cc1C	13%
CN(Cc1ccc(Cl)cc1)S(=O)(=O)c1cn(C)c(=O)n(C)c1=O	-10%
CN(Cc1ccccc1)C(=O)c1ccc2c(c1)NC(C)(COc1cccnc1)CO2 (centres undefined)	42%[activator][176 µM]
Cc1ccc(SCC(=O)c2ccc(Cl)cc2)cc1	?
CN1C(=O)CC(C(=O)O)C12CCN(C(=O)Cc1cccc(F)c1)CC2 (centres undefined)	21%
NC(=O)c1ccc(NC(=O)C(F)(OC(F)(F)C(F)(F)C(F)(F)F)C(F)(F)F)cc1 (centres undefined)	4%
COc1ccc2[nH]c3c(c2c1)CCNC31CCN(C(=O)c2ccncc2)CC1	22%
COc1ccc(NC(=O)CCC2CCCN(C(=O)c3csc(C(C)=O)c3)C2)cc1Cl (centres undefined)	7%
COCCN1CCCCCC(O)c2cc(C(=O)NCCc3cccnc3)ccc21 (centres undefined)	21%
O=C1CCN(C(=O)CCc2nc3ccccc3[nH]2)CCCCCCN1	16%
O=C(COC(=O)CCC(=O)c1ccc(Cl)cc1)NC1CCCCCCC1	?
Cc1ccc(NC(=O)Cn2c(-c3cnccn3)nc(C)c(C)c2=O)cc1Cl	20%
CCNC(=O)c1cccnc1OC1CCN(C(=O)c2cc(C)cc(C)c2)C1 (centres undefined)	-13%
O=C(NCc1cc(F)ccc1F)C1CCN(C(=O)c2ncn3c2COC(c2ccc(F)cc2)C3)CC1 (centres undefined)	31%[activator]
O=C1NCCCCCN(C(=O)COc2ccccc2)[C@@H]2C[C@@H](C(=O)N3CCc4ccccc4C3)C[C@H]12	14%
Cc1ccc(NC(=O)N2CCC(n3cnnc3C3CC3)C2)cc1Cl (centres undefined)	5%
Cn1c(=O)c2c(ncn2Cc2cccc(Br)c2)n(C)c1=O	29%
CN(C)C(=O)c1ccnc(-c2nnc3ccc(N(C)Cc4ccccc4)nn23)c1	?

Source: PubChem
